# Screening results (PubChem)
# Exocytosis inh – LAMP-1 surface exposure blockers, TALL-104 cells – cell-based, flow cytometry, MLPCN library, primary screen | TALL-104 LAMP-1 surface exposure; cells stimulated with thapsigargin and PMA | inhibition, % at 10 µM | 0.66% of 360,000 active;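 active = inhibition above about 55%, limit read from the data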
# aDG glyco act – activators of alpha-DG glycosylation, primary screen, uHTS, Pro5-aDG cells, AlphaScreen | alpha-DG glycosylation AlphaScreen (IIH6); 0% Pro5, 100% B10-LARGE cell signal | activation, % at 10 µM | 0.22% of 360,000 active;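 active = activation of at least 8% versus controls, or a plate z-score of at least 8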;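 note: Pro5 are CHO cells carrying HIG-tagged alpha-DG that lacks glycosylation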
# Vif imaging – HIV Vif self-association inhibitors, primary screen, imaging, HEK293T, single point. HEK293T cells, Vif self-association by quenched fluorescence, 24 h. inhibition, % at 7.49 µM. 0.35% of 340,000 active. AID 602346, 2012; in the data active = inhibition above about 50%, passing the limit was not always enough; note: some results filed as inactive read as strong as hits
# PDI inh – inhibitors of human PDI, primary screen, biochemical, turbidity, single point, plate reader; PDI insulin aggregation turbidity, A650, 90 min; 0.052% of 350,000 active; inhibition, % at 10 µM; Protein disulfide-isomerase (Homo sapiens), P07237;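 active = mean inhibition across replicates of 30% or more, whatever share of single replicates reach that level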;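 note: absorbance from insulin aggregation driven by PDI reduction with DTT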
# Target sequence (P07237 whole entry, looked up): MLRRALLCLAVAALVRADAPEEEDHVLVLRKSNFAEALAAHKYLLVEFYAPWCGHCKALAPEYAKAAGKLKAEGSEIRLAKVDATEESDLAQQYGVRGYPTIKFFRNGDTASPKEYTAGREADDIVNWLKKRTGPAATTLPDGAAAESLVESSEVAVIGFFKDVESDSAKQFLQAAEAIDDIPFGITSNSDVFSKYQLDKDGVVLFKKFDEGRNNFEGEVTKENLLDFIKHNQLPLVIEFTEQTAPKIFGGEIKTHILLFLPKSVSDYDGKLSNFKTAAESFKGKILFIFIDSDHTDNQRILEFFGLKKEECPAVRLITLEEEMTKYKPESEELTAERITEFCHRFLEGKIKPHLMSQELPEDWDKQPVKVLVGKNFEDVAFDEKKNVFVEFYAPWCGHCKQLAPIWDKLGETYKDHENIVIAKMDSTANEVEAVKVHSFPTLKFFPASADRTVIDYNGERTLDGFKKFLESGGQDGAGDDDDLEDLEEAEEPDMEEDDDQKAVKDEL
# Glyco luc inh – increase of ERlucT glycosylation luciferase signal, primary screen, N-linked glycosylation inhibitor project, D54 ERlucT cells, luminescence, set 2; reporter increase, % at 12.5 µM; D54 ERlucT glycosylation luciferase reporter, 24 h; percent of 100 nM tunicamycin response; 0.23% of 360,000 active;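 active = mean luciferase reporter signal, scaled so untreated is 0 and the glycosylation-blocking control 100, at or above a set limit in every replicate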;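 note: luciferase carries N-glycosylation sites so blocking glycosylation raises the light; 0% = median of neutral control wells and 100% = median of 100 nM tunicamycin wells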
# Cardio protect – cardioprotection against H2O2-induced cell death, primary screen, uHTS, H9c2 cells, ATPLite luminescence; H9c2 cardiomyocytes, H2O2 injury protection, 2 h; protection from H2O2 cell death, % at 20 µM; 0.63% of 360,000 active;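 active = compounds giving at least 50% protection of heart cells from peroxide-induced death in the single-dose screen, raw or plate-pattern-corrected value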;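 note: 0% = DMSO wells with peroxide and 100% = DMSO wells without peroxide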
# ABCB6 inh 2 – ABCB6 transporter inhibitors, primary screen, K562-ABCB6 cells, flow cytometry, MLPCN library; fluorescence ratio to DMSO, % at 10 µM; AID 602162, 2011; K562-ABCB6 porphyrin accumulation, 1 h; stronger effect = lower value; 0.19% of 360,000 active;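 active = fluorescence ratio to DMSO below 75%, the collection mean minus 3 SD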;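 note: signal is porphyrin accumulated inside mitochondria; 100% equals median channel fluorescence of DMSO control wells; lower ratio means ABCB6 inhibition with less porphyrin fluorescence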
# hiPSC survival – enhancers of single-cell hiPSC survival, primary screen, ATPlite luminescence. 100% = ROCK inhibitor wells, 0% = DMSO. 0.044% of 360,000 active. survival enhancement, % at 20 µM; in the data active = survival enhancement above about 18%;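 note: cells exposed to compounds for 16 hours before the ATP read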
# HTR2A ag – mouse Htr2a agonists via beta-arrestin recruitment, primary screen, cell-based, luminescence; 5-hydroxytryptamine receptor 2A (Mus musculus), P35363; 0.66% of 360,000 active; activation, % at 7.6 µM; CHO-K1 mHTR2A beta-arrestin complementation; percent of 30 µM serotonin response; AID 624169, 2012;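 active = activation above a run cutoff, the mean activation of all tested compounds plus 3 SD, cut at about 14% in these data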;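 note: 0% = plate median of compound wells and 100% = 30 µM serotonin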
# Target sequence (P35363 whole entry, looked up): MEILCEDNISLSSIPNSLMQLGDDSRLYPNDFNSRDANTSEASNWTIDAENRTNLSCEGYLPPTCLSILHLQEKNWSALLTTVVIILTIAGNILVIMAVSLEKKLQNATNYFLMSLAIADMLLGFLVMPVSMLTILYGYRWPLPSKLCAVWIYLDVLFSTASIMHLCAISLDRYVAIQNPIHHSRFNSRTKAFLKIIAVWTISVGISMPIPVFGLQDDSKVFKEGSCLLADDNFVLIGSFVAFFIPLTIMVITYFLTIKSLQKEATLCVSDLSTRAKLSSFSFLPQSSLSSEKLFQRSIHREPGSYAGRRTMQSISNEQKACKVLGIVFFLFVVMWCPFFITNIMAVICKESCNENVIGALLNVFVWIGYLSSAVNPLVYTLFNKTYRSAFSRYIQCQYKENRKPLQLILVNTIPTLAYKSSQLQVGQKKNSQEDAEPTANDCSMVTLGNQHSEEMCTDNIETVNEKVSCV
# CaV13 ICDI inh – Disruptors of the CACNA1D IQ motif to Ca2+-dependent inactivation inhibitor domain association, primary screening, Förster resonance energy transfer in intact living … | HEK cells, CFP/YFP FRET ICDI-IQ, plate reader, 10 min; percent FRET-ratio fall versus neutral wells | inhibition, % at 12.3 µM | 0.098% of 340,000 active | AID 743397;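 active = mean replicate inhibition of at least 30% and at least 1% of replicates passing that level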;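 note: 0% = median of the neutral control wells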
# An asterisk follows results filed as active; · = no result given. Not all compounds are listed (hit frequency here may not be typical).
SMILES,Exocytosis inh,aDG glyco act,Vif imaging,PDI inh,Glyco luc inh,Cardio protect,ABCB6 inh 2,hiPSC survival,HTR2A ag,CaV13 ICDI inh
C=CCn1c(O)c(C(CC)=NC(C)c2ccccc2)c(=O)[nH]c1=O (stereo not given),-3,-0.2,16,16,26*,9,98,0.5,4,-2
COC(=O)C1=C(c2cc3ccccc3s2)C[C@@H]2CC[C@H]1N2C(=O)NC1CCCCC1,-6,-0.1,-1,-2,-3,-11,98,-3.0,-9,-3
CN(C)C(=O)Oc1ccc(OC(=O)c2ccccc2)cc1,-2,0.2,1,-4,5,-9,98,0.3,7,-5
COc1ccccc1CCNC1CCC(C(C)(C)C)CC1 (stereo not given),2,0.6,0,9,6,-9,100,-2.6,-5,-7
CN(C)C(Cc1ccc(C#N)cc1)C(=O)c1ccccc1 (stereo not given),0,-0.2,-7,-1,1,2,92,5.4,-3,-3
Cc1cc(S(=O)(=O)NC(C)C)ccc1OCC(=O)N1CCN(Cc2ccc3c(c2)OCO3)CC1,-3,2.4,-10,-1,-4,-8,98,-0.4,13,·
CCOc1cc2c(cc1OCC)-n1cccc1C(c1cccc(F)c1F)NC2 (stereo not given),7,0.0,5,3,-4,-11,96,-0.2,2,-4
Cc1cc(=O)oc2c(C)c(OCC(=O)N3CCN(Cc4ccc5c(c4)OCO5)CC3)ccc12,-1,-0.3,-6,1,-1,1,96,-0.3,-2,-4
CC1(C)CN=C(Nc2ccc(F)c(Cl)c2)S1,-2,0.1,13,-5,-1,3,100,0.6,0,-5
CCC(=NCc1ccco1)c1c(O)n(-c2ccccc2C)c(=O)[nH]c1=O,-4,0.0,-10,0,3,-2,98,-0.3,1,-15
COc1ccc(CNC(C)Cc2cccs2)cc1 (stereo not given),1,0.1,7,3,1,-8,101,0.4,-1,-9
CC12CN3CC(C)(CN(C1)C31CCOCC1)C2=O,-1,0.0,8,5,0,0,106,2.0,5,·
COC(=O)C1=C(c2cccc(C#N)c2)C[C@@H]2CC[C@H]1N2C(=O)N1CCC(C)CC1,-5,-0.1,20,1,2,3,97,7.3,-1,-5
c1ccc(C2N3CCCN23)cc1 (stereo not given),1,0.0,·,3,1,6,122,-0.1,0,-4
COc1cccc(C(c2nnnn2-c2ccc3c(c2)OCCO3)N2CCC(n3c(=O)[nH]c4ccccc43)CC2)c1OC (stereo not given),-1,-0.5,·,·,-7,37,98,1.7,3,-5
CCn1ccnc1CN1CCCC(C(=O)c2cc(F)ccc2OC)C1 (stereo not given),2,0.6,-14,4,-1,-6,93,-0.5,4,-2
Fc1ccc(C2=CCN(C(c3ccc(Cl)cc3)c3nnnn3Cc3ccccc3)CC2)cc1 (stereo not given),-1,1.3,6,-3,-7,-5,109,-1.6,-1,-8
Cc1nc2ccccc2c(=O)n1-c1ccc([N+](=O)[O-])cc1,-7,-0.1,-1,-4,0,3,98,-0.6,-1,-2
COc1cccc(-n2c(O)c(C=NCc3ccc4c(c3)OCO4)c(=O)[nH]c2=O)c1,0,0.0,-3,-2,0,-6,107,-2.6,4,·
CN(C)Cc1c[nH]c2ccc([N+](=O)[O-])cc12,0,-0.3,0,-7,-3,16,116,-0.4,-6,-6
CC12CCC3C(CC=C4CC(O)CCC43C)C1C/C(=C\c1cccc(F)c1)C2=O (stereo not given),6,0.0,-4,-12,-8,-10,101,-1.8,1,-2
CC(=NCc1cccnc1)c1c(O)n(Cc2ccccc2)c(=O)[nH]c1=O,4,-0.1,-3,-5,-2,14,106,-2.0,0,-4
OC(CN1CCC(c2c[nH]c3ccccc23)CC1)C(F)(F)F (stereo not given),-6,0.0,2,1,-1,6,86,0.3,-8,-5
CCC(N)Cc1c[nH]c2ccccc12 (stereo not given),-2,-0.2,26,0,-1,1,135,0.3,-2,-21
O=C1NCN(c2ccccc2)C12CCN(C(c1cccs1)c1nnnn1-c1ccc3c(c1)OCCO3)CC2 (stereo not given),-3,-0.1,-5,·,1,9,97,0.2,2,-6
COc1cccc2c1O[C@H]1C(=O)CC[C@H]3CN(C)CCC231 (stereo not given in full),-3,0.2,18,-5,3,4,103,-1.0,3,-9
COC(=O)C12CCc3c(ccc4cc(OC)ccc34)C1=CC(=O)C2 (stereo not given),-2,0.9,-1,4,0,-1,94,5.8,1,-3
Nc1nonc1OCCCCOc1nonc1N,0,0.0,-1,-6,2,6,101,-0.4,0,-3
O=C(C1CCN(S(=O)(=O)N2CCOCC2)CC1)N1CCC2(CC1)OCCO2,-3,0.4,-7,-2,3,3,101,2.2,3,-4
COc1ccc(/C=C2/C(=O)NC(=S)N(C3CC3)C2=O)cc1CN1C(=O)c2ccccc2C1=O,3,-0.1,31,0,1,13,100,0.2,4,-5
COc1ccc(NC(=O)c2cn(CCC#N)nc2-c2cccc([N+](=O)[O-])c2)cc1,2,0.0,3,-1,2,-6,101,0.2,11,-2
CC(C)(C)n1cc(C(=O)c2ccc3ccccc3c2O)cn1,1,-0.4,-2,4,-19,-26,97,-1.7,3,12
Cn1ncnc2c(=O)n(C)c(=O)nc1-2,42,-0.1,-10,175*,-23,-20,112,-5.2,13,·
CC1(C)C(c2ccccc2)=NC(c2cccnc2)=[N+]1[O-],0,0.2,25,-14,1,17,95,-2.8,5,-1
CNS(=O)(=O)c1ccc(N=Cc2c(O)n(-c3ccc(C)cc3)c(=O)[nH]c2=O)cc1,-1,0.0,0,0,0,3,101,-0.7,9,4
COc1cc(CN2CCNCC2)cc(OC)c1OC,0,-0.1,16,10,0,5,95,-0.4,-7,-5
CC1=C(C(=O)OC(C)C)[C@]2(C(=O)N(CC(N)=O)c3ccccc32)C(C#N)=C(N)O1,-2,-0.2,6,2,2,7,105,-2.2,-2,-1
CCOP(=O)(OCC)c1cccc(OP(=O)(c2cccc([N+](=O)[O-])c2)c2cccc([N+](=O)[O-])c2)c1,-1,-0.1,-3,1,-1,3,107,1.5,2,-5
Cn1cc(C(O)CN2CCCCC2)c2ccccc21 (stereo not given),0,0.0,3,0,1,-1,100,1.5,-6,-21
NNc1n[nH]c(=S)n1N,25,0.5,5,7,2,-1,98,3.4,-3,-9
CCN(CC)C(=O)c1ccc(NC(=O)CNC(C)c2cccc3ccccc23)cc1 (stereo not given),13,-0.1,-6,-2,0,-2,94,0.0,4,-2
Cc1nc2cc(-c3ccccc3)nn2c(C)c1CCC(=O)N1CCC2(CC1)OCCO2,-1,-0.2,7,-7,-2,11,77,-1.1,2,-3
CC(=O)N1CN2CN(C1)CN(C(C)=O)C2,6,0.0,0,-1,1,5,103,1.2,1,-4
OC[C@H]1O[C@@H](n2cnc3cc(Cl)c(Cl)cc32)[C@H](O)[C@@H]1O,-1,-0.2,20,-2,5,-12,124,-2.7,-6,-5
C=C1C(=O)OC2CC3(C)OC3C3OC3C3=CC(OC3=O)C12 (stereo not given),40,0.1,86*,·,11,-15,36*,0.9,-4,·
O=[N+]([O-])c1ccc(N2CC2)c([N+](=O)[O-])c1,1,-0.2,-2,-1,1,-4,98,-0.4,0,-10
C=C1C(=O)O[C@@H]2C[C@@H](C)[C@H]3C=CC(=O)[C@]3(O)C[C@@H]12,13,-0.7,2,4,14,2,99,-4.6,2,-6
CC1CC2(C)C(CCC3C2CCC2(C)C(OP(=O)(N4CC4)N4CC4)CCC32)CC1=O (stereo not given),-4,0.0,5,3,2,-1,96,0.9,0,-7
COc1cccc(N2C(=O)CC(=O)NC2=O)c1,-1,-0.1,-11,15,0,11,71*,-0.1,-5,-5
C=CCN1C(=O)NC(=O)/C(=C/C=C/c2ccccc2)C1=O,0,-0.1,5,0,1,12,95,-0.3,1,-5

# Continuation:
SMILES,Exocytosis inh,aDG glyco act,Vif imaging,PDI inh,Glyco luc inh,Cardio protect,ABCB6 inh 2,hiPSC survival,HTR2A ag,CaV13 ICDI inh
C=C(C)c1cccc(C(C)(C)NC(=O)NC2CN3CCC2CC3)c1 (stereo not given),1,-0.4,7,3,0,10,96,4.1,5,-8
O=C(Cc1c[nH]c2ccccc12)NNCc1ccc(N(CCCl)CCCl)cc1,2,-0.4,-4,0,-6,-9,101,2.1,-7,-8
CCOC(=O)C1=C(C)N(C)C2(C)CC1c1ccccc1O2 (stereo not given),0,0.2,-10,9,-1,0,100,-2.9,8,-5
COc1ccc(C(=O)CC2(CC(=O)c3ccc(OC)cc3)C(=O)N(C)C(=O)N(C)C2=O)cc1,-6,-0.1,10,-11,-1,-3,98,-1.7,0,-4
COc1ccc(CCN(C)Cc2ccncc2)cc1OC,5,0.7,4,-3,1,1,101,5.9,0,-6
CCC1(CC)COP(=O)(OCC(Cl)CCl)OC1 (stereo not given),0,-0.2,2,-8,0,-6,98,-0.3,-1,-5
N=C1c2ccccc2CN1NC(=O)c1ccco1,-18,0.0,7,-9,-1,8,98,4.8,6,-7
C=CCn1c(O)c(C(C)=NCCN2CCCCC2)c(=O)[nH]c1=O,3,-0.2,13,-3,0,12,98,0.9,4,-4
Cc1ccc(S(=O)(=O)N2CCN(C(=O)COC(=O)Cc3ccccc3)CC2)c(C)c1,-3,-0.2,-2,-9,3,-4,92,-0.4,4,-4
O=[N+]([O-])c1ccc(Cl)cc1,2,0.2,0,·,0,-3,103,-2.3,-5,·
CCOP(=O)(OCC)C1(C(=O)O)CCCC1,-1,0.0,-3,-10,3,2,101,-0.5,2,-4
O=c1[nH]c2ccccc2n1C1CCN(C(c2cccc3ccccc23)c2nnnn2-c2ccc3c(c2)OCCO3)CC1 (stereo not given),-6,-0.5,·,·,-13,27,99,5.6,4,-5
CCC1C2CC3C4N(C)c5ccccc5C45CC(C2C5O)N3[C@@H]1O (stereo not given in full),17,0.0,14,-7,-3,14,94,1.4,-8,-4
CN1CCN(C(=O)COc2ccc3ccccc3c2Br)CC1,-2,0.0,·,3,1,-3,99,0.3,-11,-6
CCOc1ccc(N2C(=O)/C(=C/c3ccco3)C(=O)NC2=S)cc1,-9,-0.1,17,13,1,2,95,-0.7,1,·
CN(Cc1ccccc1)C1CCCN(C(=O)COc2ccccc2Cl)C1 (stereo not given),-1,0.0,-9,2,-2,0,84,0.0,-9,-10

# Structures shown so far containing a thiophene ring, fused or not (3):
SMILES,Exocytosis inh,aDG glyco act,Vif imaging,PDI inh,Glyco luc inh,Cardio protect,ABCB6 inh 2,hiPSC survival,HTR2A ag,CaV13 ICDI inh
COC(=O)C1=C(c2cc3ccccc3s2)C[C@@H]2CC[C@H]1N2C(=O)NC1CCCCC1,-6,-0.1,-1,-2,-3,-11,98,-3.0,-9,-3
COc1ccc(CNC(C)Cc2cccs2)cc1 (stereo not given),1,0.1,7,3,1,-8,101,0.4,-1,-9
O=C1NCN(c2ccccc2)C12CCN(C(c1cccs1)c1nnnn1-c1ccc3c(c1)OCCO3)CC2 (stereo not given),-3,-0.1,-5,·,1,9,97,0.2,2,-6
